OX1R antag-1: OX1R (HCRTR1) antagonists, primary screen, fluorescence, CHO/OX1R cells, Fluo-8 calcium, orexin A; Orexin/Hypocretin receptor type 1 (Homo sapiens), O43613; Fluo-8 calcium fluorescence; inhibition, % at 5 µM; hit rate 0.43% among 330,000; AID 434989, 2010;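 active = inhibition above its plate's threshold, mean inhibition of all tested compounds on the plate plus 3 SD, cut at about 37% in these data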;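 also: 0% = orexin A challenge wells and 100% = SB-334867-A antagonist wells; not every result past the cut was called active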
Target sequence (O43613 whole entry, looked up): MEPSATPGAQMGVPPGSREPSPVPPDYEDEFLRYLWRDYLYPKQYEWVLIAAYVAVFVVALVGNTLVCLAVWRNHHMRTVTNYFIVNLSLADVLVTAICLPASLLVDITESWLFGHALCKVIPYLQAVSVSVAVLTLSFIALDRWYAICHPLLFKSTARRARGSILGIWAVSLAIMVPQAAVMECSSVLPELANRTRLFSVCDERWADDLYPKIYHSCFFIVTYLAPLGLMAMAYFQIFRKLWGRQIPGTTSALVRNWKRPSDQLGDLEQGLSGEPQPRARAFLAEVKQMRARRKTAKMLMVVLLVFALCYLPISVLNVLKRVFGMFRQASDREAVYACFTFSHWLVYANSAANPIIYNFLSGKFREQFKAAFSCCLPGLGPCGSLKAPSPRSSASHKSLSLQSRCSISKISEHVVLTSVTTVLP
STK33 kinase inh: inhibitors of purified STK33 kinase, primary screen, biochemical, ADP-Glo luminescence, homogeneous, cell-free; MBP phosphorylation; inhibition, % at 10 µM; hit rate 0.073% among 320,000;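 active = inhibition at or above 25%, using the most active replicate where run in duplicate; inactive = inhibition below 25%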
Target sequence (Q9BYT3 whole entry, looked up): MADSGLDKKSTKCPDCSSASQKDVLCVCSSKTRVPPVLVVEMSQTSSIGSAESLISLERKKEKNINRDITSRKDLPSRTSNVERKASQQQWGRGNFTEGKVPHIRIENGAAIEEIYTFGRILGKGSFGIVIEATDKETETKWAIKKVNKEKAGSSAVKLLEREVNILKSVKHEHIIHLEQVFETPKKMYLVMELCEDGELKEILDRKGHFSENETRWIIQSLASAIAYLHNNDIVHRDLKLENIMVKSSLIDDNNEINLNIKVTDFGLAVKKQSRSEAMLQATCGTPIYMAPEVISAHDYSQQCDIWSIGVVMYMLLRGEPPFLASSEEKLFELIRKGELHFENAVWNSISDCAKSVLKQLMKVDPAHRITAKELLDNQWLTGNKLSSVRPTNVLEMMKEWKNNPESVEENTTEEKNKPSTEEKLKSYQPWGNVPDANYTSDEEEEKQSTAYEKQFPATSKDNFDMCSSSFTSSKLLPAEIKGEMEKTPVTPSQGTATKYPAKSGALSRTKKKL
OX1R antag-2: antagonists of human orexin 1 receptor (OX1R); OX1R-expressing cells, FRET antagonist read-out; inhibition, % at 6.6 µM; Orexin/Hypocretin receptor type 1 (Homo sapiens), O43613; hit rate 1.8% among 330,000; AID 485270, 2010; in the data active = inhibition mostly above about 38%, no sharp cut-off; inactive = mostly below about 40%;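 also: 0% = agonist challenge alone and 100% = reference antagonist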
The depositor's hits bear a star; / = no result given.

Below each SMILES – STK33 kinase inh, OX1R antag-1, OX1R antag-2
COc1ccc(C(=O)CSc2nnc(NC(=O)C3CC(=O)N(c4cccc(OC)c4)C3)s2)cc1 (configuration not stated)
  /, -3.2, 6.4
CCN(CC)CCN(C(=O)C1=COCCO1)c1nc2cc3c(cc2s1)OCO3
  -1.7, 0.7, 10.1
Cc1cccc(C2c3[nH]c4ccccc4c3CCN2C(=O)c2ocnc2C)n1 (configuration not stated)
  0.5, -15.9, 12.4
C=CCOc1ccc2cccc(/C=N/NC(=O)c3cc4cc([N+](=O)[O-])ccc4s3)c2c1
  1.3, -15.4, 2.1
CC1(C)C(=O)Nc2ccccc2N1C(=O)COC(=O)COc1cccc(C(F)(F)F)c1
  0.5, -6.8, 24.4
CCOC(=O)N1CCC(NC(=O)CCC(=O)N2CC(C)Oc3ccc(Cl)cc32)CC1 (configuration not stated)
  -0.5, -15.7, 14.8
O=C(CCC1CCCN(Cc2ccncc2)C1)NCc1ccc(F)c(F)c1 (configuration not stated)
  5.0, -30.8, 9.9
O=C(COc1ccc(Cl)cc1Br)NC1CC1
  -1.8, -26.0, 2.3
Cc1cc(C)c(C)c(S(=O)(=O)Nc2ccccc2N2CCOCC2)c1C
  -2.0, -41.3, -3.2
Cc1ccc(NC(=O)COc2ccccc2)c(NC(=O)c2ccccc2C)c1
  -1.8, -26.2, 14.0
Cc1cccc(C)c1NC(=S)NN1CCN(C)CC1
  -1.3, -3.9, 7.9
COc1ccc(N2C(=O)/C(=C/c3ccc([N+](=O)[O-])cc3)C=C2c2ccccc2)cc1
  -1.3, -4.6, 4.0
COc1ccc(NC(=O)CNC(c2ccccc2)c2ccccc2)cc1Cl
  0.1, -29.6, 26.2
Cc1ccc2c(c1)N(CC(=O)NC(C)CCc1ccccc1)C(=O)c1cccnc1O2 (configuration not stated)
  2.5, -17.9, 23.5
CCN(CC)S(=O)(=O)c1ccc(O)c(C(=O)OCC(=O)Nc2cc(C)c(C)cc2[N+](=O)[O-])c1
  -0.6, -21.6, 12.0
COCCCN(Cc1ccco1)C(=O)Cn1ncc2c(=O)oc3ccc(C)cc3c21
  0.5, -29.5, 21.8
COc1cc2c(cc1OC)CN(Cc1cccs1)CC2
  0.6, -28.1, 14.6
O=C(NCc1cccnc1)C(=O)NCC1OCCN1S(=O)(=O)c1ccccc1 (configuration not stated)
  0.2, -1.4, 7.0
Cc1ccc(C)c(N2CCN(C(=O)CCCN3C(=S)NC(C)(C)CC3C)CC2)c1 (configuration not stated)
  0.5, -12.1, 23.5
O=C(CN1CCN(CC(=O)Nc2ccccc2Cc2ccccc2)CC1)Nc1ccccc1Cl
  -1.0, -10.8, 23.2
Cc1ccc(S(=O)(=O)N/N=C\c2ccc3c(c2)OCO3)cc1
  0.9, -7.3, 2.4
CC1CCCCN1c1nc(-c2ccncc2)nc2ccccc12 (configuration not stated)
  5.8, -24.9, 57.1
Cn1c(COc2ccccc2)nnc1SCC(=O)Nc1ccc(N2CCOCC2)c(Cl)c1
  -0.4, -29.4, 13.2
CCCOC(=O)/C(=C\C=C\c1ccccc1)NC(=O)c1ccccc1
  -0.6, -29.4, 12.9
Cc1cc(N2CCN(C)CC2)nc2ccc(NC(=O)c3ccc(Br)o3)cc12
  33.5*, -37.1, 17.3
Cc1ccc(C)c(S(=O)(=O)N2CCN(C(=O)Cn3c(C(F)(F)F)nc4ccccc43)CC2)c1
  1.4, -28.0, 15.1
CC1(C)CC(NC(=O)CC2CCCCC2)CC(C)(C)N1
  -1.6, -18.2, 22.1
O=C(CNC(=O)c1ccccc1)NCC(c1ccco1)N1CCCC1 (configuration not stated)
  0.4, 5.0, -3.0
O=C(NC(=S)NCCc1ccccn1)c1ccco1
  -0.7, -10.8, 3.3
O=C(NCc1ccc2c(c1)OCO2)c1ccc(N2C(=O)C3CCCCC3C2=O)cc1 (configuration not stated)
  -1.9, -26.5, 23.2
CC(=O)N(c1ccccc1Cl)S(=O)(=O)c1ccc(Cl)cc1
  -1.5, -10.8, 4.7
CCOCC(=O)Nc1c(C(=O)Nc2ccc(OC)cc2OC)oc2ccccc12
  -1.0, -25.3, 1.9
Cc1ccccc1OCC(=O)OCC(=O)N1CCCc2ccccc21
  0.2, -16.0, 1.2
COc1ccc(C(CCN2CCOCC2)c2c(OC)cc(OC)c3ccc(=O)oc23)cc1 (configuration not stated)
  /, -22.8, 4.9
CCn1c(=O)n(CC)c2cc(N3CCCC3)c(NC(=O)c3ccccc3C)cc21
  0.3, -30.9, 12.3
Cc1cc(C(=O)COC(=O)c2ccc[nH]c2=O)c(C)n1CCc1ccc(F)cc1
  -2.7, -10.0, 19.7
COc1ccc(N2CCN(C(=O)COC(=O)CNC(=O)c3ccccc3)CC2)cc1
  -1.5, -7.1, 7.5
O=C(Nc1nnc(S(=O)(=O)N2CCOCC2)s1)c1ccc(Cl)cc1
  1.3, -11.4, 14.0
CSCCCNC(=S)N1CCN(S(=O)(=O)c2cccc(C(F)(F)F)c2)CC1
  -1.4, 1.0, -9.6
Cc1ccc(-n2c(SCC(=O)NCc3cccs3)nnc2-c2ccoc2C)cc1
  0.9, -35.3, 17.5
CC1CC(C)CN(C(=O)c2cc(-c3ccccn3)nc3ccccc23)C1 (configuration not stated)
  -0.4, -34.1, 8.7
C[C@@H]1C(c2cccc(Cl)c2)=NN(c2ccccc2)[C@H]1C(=O)N1CCOC1=O
  /, 8.1, 10.8
Cc1cc2nc(Cl)c(Cl)nc2cc1C
  -2.9, 3.0, 6.8
O=C1c2ccccc2C(=O)N1CC(=O)N1c2ccccc2Sc2ccccc21
  -1.3, -18.8, 13.4
O=C(Nc1ccc(F)cc1F)c1ccc(-n2cncn2)nc1
  -2.6, -8.8, 13.2
Cc1oc(-c2ccccc2Cl)nc1CSc1nc2c(c(=O)[nH]1)CCC2
  -1.7, -33.0, 4.1
COc1ccc(NC(=O)C2CCCN(S(=O)(=O)c3cccs3)C2)cc1OC (configuration not stated)
  -0.8, -20.7, 12.7
O=C(CC(NC(=O)c1ccccc1)c1ccccc1)NCc1ccccc1 (configuration not stated)
  -3.4, 0.6, 6.3
Cc1ccc(NC(=O)C(=O)Nc2ccc(C)cn2)nc1
  -0.5, -7.8, 15.8
COCCNC(=O)CN(c1cccc(OC)c1)S(=O)(=O)c1ccc(C)cc1
  0.4, -21.9, 9.9
O=c1[nH]nc(SCc2nnc(-c3ccc([N+](=O)[O-])cc3)o2)n1C1CCCCC1
  -0.7, 0.2, 25.1
Cc1ccccc1C(=O)NC(=S)NCCC1=CCCCC1
  -0.2, -5.5, 15.5
Cc1ccc(N(CC(O)CN2CCCCC2)S(=O)(=O)c2ccccc2[N+](=O)[O-])cc1 (configuration not stated)
  -1.4, -13.5, 13.4
O=C1C(=O)N(CCS(=O)(=O)c2ccccc2)c2ccc(F)cc21
  0.1, -17.7, 15.7
O=C(CN(Cc1ccco1)S(=O)(=O)c1cccs1)Nc1ccccc1C(F)(F)F
  0.7, 2.7, 29.5
CCCCCC1CC(CC/C(C)=N/NC(N)=O)C(=O)O1 (configuration not stated)
  -1.0, -24.0, 11.5
CC1=C(C(=O)OC(C)C)C(c2cccs2)C(C(=O)OC(C)C)=C(C)N1
  0.0, -43.3, 9.5
Cc1ccc(-c2nc(N)sc2CC(=O)OCC(=O)NCC2CCCO2)cc1 (configuration not stated)
  -3.4, -12.6, 17.9
COC(=O)Cn1cnc2c(nnn2Cc2ccc(Cl)cc2)c1=O
  -1.8, 13.4, -0.7
CCCCN1c2cc(C)c(O)cc2C(C(=O)OCC)C1C (configuration not stated)
  -1.1, -25.4, 13.0

The results go on.
Below each SMILES – STK33 kinase inh, OX1R antag-1, OX1R antag-2
COc1ccc(C2=NCC(CSc3nnnn3C)S2)cc1 (configuration not stated)
  -1.4, -33.1, 30.6
C=CCn1c(SCC(=O)Nc2ccc3c(c2)OCCO3)nnc1-c1ccccn1
  0.0, -15.5, 10.9
CCSc1ccccc1C(=O)NCc1ccc(S(N)(=O)=O)cc1
  0.6, 7.1, 2.8
O=C(OCC(=O)N1CCCCCC1)c1ccccc1Br
  -1.5, -9.6, 7.1
O=C(O)CCCC(=O)Nc1ccccc1C(=O)O
  -0.1, -7.5, 15.0
N#Cc1c(F)cccc1NCc1cccnc1
  1.5, -36.3, 4.8
CC(=O)N(c1ccccc1)C(C)c1nc(C#N)c(C#N)nc1C (configuration not stated)
  -4.3, -10.4, 11.9
Cc1cc(C(=O)Nc2ccccc2C(F)(F)F)no1
  -1.2, -2.4, 7.8
COc1ccccc1CN1CC(C(=O)NCCc2ccccc2Cl)CCC1=O (configuration not stated)
  -1.2, -10.2, 0.8
O=C(N/N=C/c1ccc(OC(F)F)cc1)c1cccc(S(=O)(=O)N2CCOCC2)c1
  -3.3, -20.5, 31.0
COc1ccc(S(=O)(=O)c2ccc(O)cc2)cc1
  -0.2, -1.5, 16.1
O=C(NCc1ccco1)C12CN(Cc3ccccc3)CC1C(c1cccc([N+](=O)[O-])c1)=NO2 (configuration not stated)
  0.6, -24.4, 23.4
COc1ccc(-c2c(C#N)c(N)n(N)c(=O)c2C#N)cc1Cl
  1.3, 1.2, 10.4
COc1cccc(-n2cnc3sc(C)c(C)c3c2=O)c1
  -0.6, -32.4, 25.8
Cc1ccc(N2CC(=O)Nc3c(oc4nc(-c5ccccc5)cc(C)c34)C2=O)cc1
  -0.6, -10.0, 21.3
CCOC(=O)C1=C(C)Nc2nc(SCc3cccnc3)nn2C1c1ccc(OC)cc1 (configuration not stated)
  -4.7, -36.1, 18.1
Cn1c(=O)c2c(SCC(=O)Nc3cccc(F)c3)nc(-c3ccco3)nc2n(C)c1=O
  0.4, -1.1, 12.9
COc1ccccc1NC(=O)C1CCCCN1S(=O)(=O)c1ccc(F)cc1 (configuration not stated)
  -1.2, 4.4, 57.0*
CC(CCc1ccccc1)NC(=O)CN1CCOc2ccccc21 (configuration not stated)
  -2.5, -23.2, 11.4
N=C1C(c2ccccc2)=C(O)CN1c1cccc(S(N)(=O)=O)c1
  -0.9, -10.0, 6.7
O=C(CCc1nc(-c2ccccc2F)no1)Nc1ccc(Oc2ccccc2)cc1
  -1.9, 62.0*, 54.9
N#Cc1ccc(NC(=O)Cn2cnc(S(=O)(=O)N3CCc4ccccc43)c2)cc1
  -0.4, 1.9, 38.1
CC(=O)c1cc(C(c2csc(C(C)=O)c2)c2csc(C(C)=O)c2)cs1
  1.6, -6.9, 12.9
CCOc1cc(/C=C(\C(=O)O)c2ccc(S(=O)(=O)N3CCCC3)s2)ccc1OC
  -1.1, -20.8, 10.9
CC(C)Cn1cnc2c1c(=O)[nH]c(=O)n2Cc1ccccc1
  -0.4, -14.2, -8.6
O=C(CSc1cccc[n+]1[O-])c1ccc(Cl)s1
  -0.8, 8.7, 34.0
CC(=O)Nc1cc2c3c(c1)CC(=O)N3CCC2
  0.5, -11.0, 12.8
COc1ccc(N(CC(=O)NCCSc2ccccn2)S(=O)(=O)c2ccc(C)cc2)cc1OC
  0.5, -27.6, 18.1
Cn1cccc1CC(=O)NNC(=O)Nc1ccc(Cl)cc1
  -0.7, -4.5, 11.1
COc1ccccc1CCNC(=O)c1cnn2c(C(F)F)cc(C)nc12
  0.4, -44.7, 23.1

Profiles, looked up by structure. Order of screens: STK33 kinase inh | OX1R antag-1 | OX1R antag-2
COc1ccc(NC(=O)CNC(c2ccccc2)c2ccccc2)cc1Cl reads 0.1 | -29.6 | 26.2
Cc1cc2nc(Cl)c(Cl)nc2cc1C reads -2.9 | 3.0 | 6.8

Continuation:
Below each SMILES – STK33 kinase inh, OX1R antag-1, OX1R antag-2
Cc1nc(=O)c(-c2ccccc2)c(C)n1-c1ccc(C(=O)O)cc1
  -1.2, 3.8, 9.1
Cn1c(NC(=O)c2cccc(C(F)(F)F)c2)cc(=O)n(C)c1=O
  -3.1, -14.6, 4.5
COC(=O)CN1C(=O)[C@H]2[C@@H](c3ccc(C)o3)N3C(=O)CN(CC4CC4)C(=O)[C@@]3(C)[C@H]2C1=O
  -1.3, -15.8, 22.6
CCCCOP(=O)(c1ccc(N(C)C)cc1)C(O)c1cc(OC)ccc1OC (configuration not stated)
  -2.0, 2.4, 18.1
Cc1cc(S(=O)(=O)NCc2ccccc2)ccc1OCC(=O)Nc1cccc([N+](=O)[O-])c1
  0.8, 53.3*, 84.4*
O=C(O)CCC(=O)Nc1ccc(/C=C/C(=O)C2CC2)cc1
  -0.4, -13.8, 19.8
Cc1ccc(C(=O)NNC(=O)CSc2nnc3c(n2)[nH]c2ccc(F)cc23)cc1
  0.8, -18.1, 11.3
Cc1ccc(NS(=O)(=O)c2cc(Br)cnc2N)c(Cl)c1
  -0.7, -13.6, 12.8
O=C(COc1ccc(S(=O)(=O)N2CCCC2)cc1)NCc1cccnc1
  -1.3, -12.3, 7.8
Cc1coc2c(C)c3oc(=O)c(CCC(=O)NCCCn4ccnc4)c(C)c3cc12
  -1.8, -8.9, 21.2
COc1ccc(S(=O)(=O)N2CCOC2CNC(=O)C(=O)NCc2ccncc2)cc1 (configuration not stated)
  -3.4, -14.2, 15.6
O=C(COC(=O)CCN1C(=O)c2cccc([N+](=O)[O-])c2C1=O)NC1CCS(=O)(=O)C1 (configuration not stated)
  /, 11.9, 54.5
Cc1ccc(N2CC(NC(=O)C(=O)c3c(C)[nH]c4ccccc34)CC2=O)cc1 (configuration not stated)
  -0.6, -18.7, 19.5
COC(=O)c1ccccc1NC(=O)c1ccccc1NS(C)(=O)=O
  -0.4, -2.8, 9.5

From PubChem BioAssay
